# Luciferase inh: Firefly luciferase inhibition profiling of diverse chemical library using quantitative high-throughput screening. Luciferin 4-monooxygenase (Photinus pyralis), P08659. Potency, µM (doses to about 115 µM), for inactives: top-dose activity change, negative = inhibition, hits mostly inhibitors. purified P. pyralis luciferase, luminescence, biochemical. 76,000 compounds, 2.5% hits; also: potency is read from the fitted curve at half-maximal effect; nearly all actives have a fitted effect of over 65% in size
#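 Purified 10nM P. pyralis luciferase with 10uM D-luciferin and 10uM ATP in 50mM Tris acetate pH 7.5, 10mM Mg acetate, 0.01% Tween-20, 0.05% BSA. qHTS titration; luminescence read by CCD imager.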
# GPT2 inh: Primary qHTS assay for inhibitors of Glutamate pyruvate transaminase 2 (GPT2) | Potency, µM (highest dose often 57.7 µM), for inactives: at the highest dose activity change, negative = inhibition, usual class: inhibitors | 100,000 compounds, 0.25% hits | Recombinant GPT2, coupled pyruvate oxidase/HRP Amplex Red fluorescence; also: potency is read from the fitted curve at half-maximal effect; nearly all actives have a fitted effect of over 60% in size; many of its hits are not listed in these tables
# Target sequence (Q8TD30 whole entry, looked up): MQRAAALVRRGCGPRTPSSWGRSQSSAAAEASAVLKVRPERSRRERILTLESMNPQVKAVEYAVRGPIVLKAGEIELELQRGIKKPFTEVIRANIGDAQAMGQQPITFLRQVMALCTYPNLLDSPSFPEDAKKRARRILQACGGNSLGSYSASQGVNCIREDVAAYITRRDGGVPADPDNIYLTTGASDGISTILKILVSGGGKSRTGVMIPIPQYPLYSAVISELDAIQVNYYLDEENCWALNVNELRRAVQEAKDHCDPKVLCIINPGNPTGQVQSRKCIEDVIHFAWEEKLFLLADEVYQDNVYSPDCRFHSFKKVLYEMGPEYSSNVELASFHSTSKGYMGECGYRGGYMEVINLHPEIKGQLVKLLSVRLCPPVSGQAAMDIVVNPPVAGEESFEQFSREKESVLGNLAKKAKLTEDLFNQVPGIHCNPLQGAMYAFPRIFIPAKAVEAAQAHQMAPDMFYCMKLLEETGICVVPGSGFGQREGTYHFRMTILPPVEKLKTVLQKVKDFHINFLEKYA
#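 Fluorescence read-out: pyruvate from GPT2 turnover coupled to pyruvate oxidase, HRP and Amplex Red (0.2mM ThPP, 0.2U/mL PO and HRP, 50uM Amplex final). Substrates 250uM a-KG, 2mM L-alanine; enzyme 10ng/uL; 30 min RT.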
# HEK cytotox: Cytotoxic Profiling in HEK 293 Cell Line of Diverse Libraries Using Quantitative High-Throughput Screening; HEK 293 viability, ATP luminescence (CellTiter-Glo), 48-72 h; Potency, µM (top dose mostly 115 µM), for the others: at the top dose activity change, negative = cytotoxicity, actives largely listed as inhibitors; 94,000 compounds, 6.6% hits; also: potency is read from the fitted curve at half-maximal effect; nearly all actives have a fitted effect of over 60% in size
#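 250 HEK 293 cells/well; compound by pintool; incubated 48 or 72 hr at 37 degree Celsius; CellTiter-Glo added, 10 min RT, luminescence imaged.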
# 3T3 cytotox: Cytotoxic Profiling in NIH 3T3 Cell Line of Diverse Libraries Using Quantitative High-Throughput Screening. NIH 3T3 viability, CellTiter-Glo ATP luminescence, 48-72 h. Potency, µM (series often up to 96.7 µM), for inactives: at the top dose activity change, negative = cytotoxicity, most hits filed as inhibitors. 94,000 compounds, 4.3% hits; also: potency is read from the fitted curve at half-maximal effect; nearly all actives have a fitted effect of over 55% in size
#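 Mouse fibroblast NIH 3T3 cells, 400 per well, received compound via pintool and were incubated for 48 or 72 hr prior to CellTiter-Glo ATP luminescence measurement.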
# SNCA viab count: GF-AFC viability counterscreen for inhibitors of alpha-synuclein gene (SNCA) expression. HEK-293-SNCA-luc viability, GF-AFC fluorescence, 24 h. Potency, µM (series often up to 57.1 µM), for inactives: at the top dose activity change, negative = cytotoxicity, most hits filed as cytotoxic. AID 1671193, 2021. 150,000 compounds, 0.12% hits;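 also: potency is read from the fitted curve at half-maximal effect; 0% = DMSO-treated cells and -100% = medium-only wells without cells; nearly all actives have a fitted effect of over 30% in size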
#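 HEK-293-SNCA-luc cells (1500/well) plated 24 h, then exposed 24 h to a dilution series; GF-AFC added 30 min at 37C, fluorescence 405/540 nm; normalised to medium-only and DMSO wells, Hill fit.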
# IP6K1 inh: Primary qHTS assay for small molecule inhibitors of Inositol hexaphosphate kinase 1 (IP6K1). Inositol hexakisphosphate kinase 1 (Homo sapiens), Q92551. IP6K1 kinase, ADP-Glo luminescence, 2 h; stronger effect = lower value. activity change, % (series mostly up to about 58 µM). 140,000 compounds, 0.81% hits. AID 1645851, 2021; in the data active = activity change below about -25%
# Target sequence (Q92551 whole entry, looked up): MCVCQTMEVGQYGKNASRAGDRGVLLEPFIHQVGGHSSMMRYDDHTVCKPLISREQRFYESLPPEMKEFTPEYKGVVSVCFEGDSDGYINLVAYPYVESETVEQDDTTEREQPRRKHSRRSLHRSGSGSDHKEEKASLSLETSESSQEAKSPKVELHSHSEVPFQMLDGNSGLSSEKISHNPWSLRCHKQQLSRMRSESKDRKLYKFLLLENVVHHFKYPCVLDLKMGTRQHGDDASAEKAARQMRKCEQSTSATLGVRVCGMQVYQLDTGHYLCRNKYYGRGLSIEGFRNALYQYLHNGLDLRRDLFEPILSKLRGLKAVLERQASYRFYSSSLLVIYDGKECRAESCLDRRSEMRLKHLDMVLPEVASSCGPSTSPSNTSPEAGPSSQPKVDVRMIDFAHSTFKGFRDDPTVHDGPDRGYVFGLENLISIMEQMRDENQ
#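 ADP-Glo luminescence measures ADP made by human IP6K1 during a 2 h RT reaction with ATP/IP6 (mix at 1.3 mM/130 uM); top library doses 57.5 and 19.1 uM final.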
# SNCA expr inh: Primary qHTS assay for inhibitors of alpha-synuclein gene (SNCA) expression. AID 1671194, 2021. HEK-293 SNCA-luciferase knock-in, luminescence, 24 h. 140,000 compounds, 0.17% hits. Potency, µM (highest dose often 57.2 µM), without a hit: at the top dose activity change, negative = inhibition, hits mostly inhibitors;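 also: potency is read from the fitted curve at half-maximal effect; plate controls were DMSO cells for no effect and cell-free wells for full effect; nearly all actives have a fitted effect of over 45% in size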
# An asterisk follows results filed as active; i = inactive; u = inconclusive; x = not tested or not shown; [ ] = dose if it differs, or a comment. Unless noted, calls follow the shape of the dose curve; as a rule, active = well fitted curve in the direction sought with a large enough effect; inconclusive = small, poorly fitted or top-dose-only effect, or another doubt; inactive = no such curve, though single readings can be large; an effect the other way counts as inactive or inconclusive. Unless noted, % is scaled to controls: 0 for no effect and ±100 for the full control effect. An excerpt (hit frequency here may not be typical).
SMILES,Luciferase inh,GPT2 inh,HEK cytotox,3T3 cytotox,SNCA viab count,IP6K1 inh,SNCA expr inh
CCn1c(=O)cc(SCC(=O)NCCc2ccc(OC)cc2OC)c2ccccc21,x,x,x,x,9%,9,19%
CCCCC(=O)Nc1cccc(-c2nc3ccccc3s2)c1,x,x,x,x,8%,-2,16%
COCCN1C(=O)c2cccn2CC1CNC(=O)c1ccsc1 (centres undefined),0%,i,-4%,-6%,-5%,-7,4%
CC1=C[C@@H](CNS(C)(=O)=O)[C@H](C(C)C)C[C@H]1Cc1nc2ccc(Cl)cc2[nH]1,3%[172 µM],-15%[88.5 µM],100µM*,u,u,-8,u
CCCCCCCN(CC)CCCC(O)c1ccc(NS(C)(=O)=O)cc1 (centres undefined),x,-5%,x,x,-8%,x,3%
COc1cccc(NC(=O)/C(C#N)=C/c2ccc(-c3ccc(C)cc3)o2)c1,x,x,x,x,5%,28,-1%
Cc1cccn2c(CC(=O)N[C@H](c3ccccn3)C3CC(O)C3)cnc12 (some centres undefined),-3%,-19%,-4%,-6%,0%,6,u
COCCNC(=O)C(NC(=O)c1ccc(F)cc1)C1CCN(C(=O)C2CC2)CC1 (centres undefined),-6%,i,-3%,i,8%,-4,-3%
O=C(c1ccc2nccn2c1)N1CCC(Cc2ccccc2)CC1,x,-10%[88.5 µM],u,u,6%[87.6 µM],18,-38%[87.6 µM]
CCc1cccc(NC(=O)CCC2CCN(C(=O)c3ccccc3)CC2)c1,-19%,-4%,u,u,-6%,8,-4%
COCCCn1c(=O)c(C(=O)N2CCN(C(=O)Cc3ccc(OC)cc3)CC2)nc2cccnc21,x,i,i,i,2%,-3,-7%
COc1cc(C(=O)N2CCC[C@H]2c2nc(-c3ccccc3)no2)cc(OC)c1OC,-7%,i,-4%,-15%,13%,0,35%[activator]
O=C1NCCOCCCN(C(=O)Nc2ccccc2F)[C@H]2CCC[C@@H]12,-10%,i,i,-7%,4%,9,23%
CCN(CC)S(=O)(=O)c1ccc2c(c1)c(=O)c(C(=O)N1CCN(c3ccc(F)cc3)CC1)cn2C,x,x,x,x,16%,-1,-9%
Cc1cnc(C2CC2)n1C1CCN(C(=O)C2CC2)CC1,0%,-24%,i,-1%,-1%,7,-5%
CN(Cc1ccccc1)C(=O)CC1CCN(C(=O)c2ccncc2)C1 (centres undefined),-14%,4%,2%,i,11%[12.5 µM],2,29%
CSc1nn(Cc2ccc(Br)cc2)c(N(C(C)=O)C(C)=O)c1S(=O)(=O)c1ccccc1,x,x,x,x,u,-20,u
Nc1ccc(NC(=O)c2cccc(C(=O)Nc3ccc(N)cc3Cl)c2)c(Cl)c1,x,x,x,x,4%,0,24%
O=C([C@@H]1C[C@H](F)CN1C(=O)c1ccc(OC(F)(F)F)cc1)N1CCCCC1,12%,i,u,-10%,5%,-10,9%
Cc1ccc(NC(=O)CSc2nc(C3CCCC3)nc3c2c(=O)n(C)c(=O)n3C)c(C)c1,x,x,x,x,1%,-18,-23%
Cc1nc2nc(NCc3ccc(Cl)cc3)[nH]n2c(=O)c1Cc1ccccc1,x,x,x,x,7%,4,-24%
O=[N+]([O-])c1ccc(O)c2ncccc12,x,i,x,x,-40%[23.9 µM],24,-43%[25.6 µM]
CC(C)(C)CC(=O)N1C[C@@H]2C[C@H]1C(=O)Nc1ccccc1O2,5%[172 µM],i,i,-1%[138 µM],3%[87.6 µM],-7,6%[87.6 µM]
COc1ccc(Cn2ccnc2SCC(=O)Nc2nnc(C)s2)cc1,x,x,x,x,1%,-22,6%
Cc1cccc(Oc2nc3c(c(=O)n(C)c(=O)n3C)n2C)c1,x,x,x,x,8%,-27*,11%
COc1ccc(C(=O)NC(C(=O)N2CCCCC2)C2CCN(C(=O)c3ccc(F)cc3)CC2)cc1 (centres undefined),-8%,-18%,-24%,-10%,1%,5,-3%
COc1cc2nc(NCCc3ccccc3)n3nc(-c4cccnc4)nc3c2cc1OC,x,x,x,x,0%,-18,31%[activator]
CSc1ncc(Cl)c(C(=O)Nc2c(C(=O)c3ccc(C)cc3)oc3ccccc23)n1,x,x,x,x,-6%,-4,16%
O=C(C[C@H]1NC(=O)c2ccccc2NC1=O)NC1CCN(Cc2ccc(F)cc2)CC1,12%,i,5%,i,-3%,-11,10%
O=C(Nc1ccc(Cl)cc1)NC1CCN(c2nccc(Nc3ccccc3Cl)n2)CC1,x,-1%,u,u,7%,-5,-9%

# An excerpt of these results, with values under each structure.
# Results follow in this order: Luciferase inh | GPT2 inh | HEK cytotox | 3T3 cytotox | SNCA viab count | IP6K1 inh | SNCA expr inh
Cc1nc2nc(NCc3ccc(Cl)cc3)[nH]n2c(=O)c1Cc1ccccc1
    x | x | x | x | 7% | 4 | -24%
O=[N+]([O-])c1ccc(O)c2ncccc12
    x | i | x | x | -40%[23.9 µM] | 24 | -43%[25.6 µM]
CC(C)(C)CC(=O)N1C[C@@H]2C[C@H]1C(=O)Nc1ccccc1O2
    5%[172 µM] | i | i | -1%[138 µM] | 3%[87.6 µM] | -7 | 6%[87.6 µM]
COc1ccc(Cn2ccnc2SCC(=O)Nc2nnc(C)s2)cc1
    x | x | x | x | 1% | -22 | 6%

# 2 entries from above, as tab-separated lines:
compound	Luciferase inh	GPT2 inh	HEK cytotox	3T3 cytotox	SNCA viab count	IP6K1 inh	SNCA expr inh
COc1cc2nc(NCCc3ccccc3)n3nc(-c4cccnc4)nc3c2cc1OC	x	x	x	x	0%	-18	31%[activator]
COc1cccc(NC(=O)/C(C#N)=C/c2ccc(-c3ccc(C)cc3)o2)c1	x	x	x	x	5%	28	-1%

# More structures:
SMILES,Luciferase inh,GPT2 inh,HEK cytotox,3T3 cytotox,SNCA viab count,IP6K1 inh,SNCA expr inh
Cn1cnc(S(=O)(=O)NCC2Cn3cccc3CN2Cc2ccccc2)c1 (centres undefined),-7%,-19%,u,u,6%,-3,-16%
C[S+](=O)([O-])N1Cc2ccccc2OC2(CCN(C(=O)Cc3ccc(O)cc3)CC2)C1,x,-14%,i,-5%,3%,0,3%
COc1cccc(C(=O)N2CCC(N3C[C@H](O)C[C@H]3C(=O)NCc3nc4ccccc4n3C)CC2)c1,4%,i,-11%,-22%,7%,35,2%
O=C(c1scc2c1OCCO2)N1CCC2(CC1)c1ccccc1CC2O (centres undefined),-2%,-2%[11.5 µM],-28%,-15%,0%,14,-6%
O=C(C1CCCCC1)N1CCC2(CC1)CC(Cc1nc(-c3cnccn3)no1)CCO2 (centres undefined),x,-1%,-23%,-29%,10%,-1,6%
CCOc1ccccc1NC(=O)Cn1nc2c(cc1=O)CCCCC2,-7%,i,-24%,-27%,-7%,5,20%
CC1Oc2ccc(NC(=O)c3ccccc3F)cc2CN(Cc2ccc(Cl)cc2)C1=O (centres undefined),-1%,i,u,-20%,7%,3,6%
Cc1ccc(-n2nc(C(=O)N3CC[C@](C)(O)C(C)(C)C3)c(O)cc2=O)cc1,-3%,i,1%,-6%,17%,-6,-18%
CCc1cc(=O)n(CC(=O)Nc2ccc(C(C)C)cc2)c(N2CCOCC2)n1,0%,1%,-28%,u,-4%,3,-21%
COc1ccc(-c2nc(C)c(CCNC(=O)c3cccs3)s2)cc1,x,x,x,x,-14%,-3,76%[activator]
CCCc1noc(-c2ccn3c(CNC(=O)Cc4ccccc4OC)nnc3c2)n1,-7%,4%,i,1%,4%,18,-30%
COC(=O)[C@]1(Cc2ccc(O)c(CC=C(C)C)c2)OC(=O)C(O)=C1c1ccc(O)cc1,x,-20%[27.3 µM],x,x,u,0,x
COc1ccc(CC(=O)NC2CCN(Cc3ccc(-c4ccsc4)cc3)C2)cc1 (centres undefined),x,2%,u,u,1%,-4,10%
CC(C)c1noc(-c2cn(C3CCN(C(=O)C4(c5ccccc5)CC4)CC3)nn2)n1,47%,u,u,-19%,-8%,0,-3%
CC(Oc1ccc(F)cc1)C(=O)Nc1cc(-c2ccc(F)c(F)c2)no1 (centres undefined),x,x,x,x,2%,-12,12%
CCOC(=O)c1sc2ccccc2c1S(=O)(=O)N1CCN(c2ccccc2F)CC1,x,x,x,x,5%,-17,-21%
NCC(=O)N1Cc2ccccc2CC2(CCCN(CC3CCCC3)C2)C1 (centres undefined),x,1%,u,u,-9%,-2,-11%
CCNC(=O)[C@@H]1CCCN1C1(C(=O)NC)CCCCC1,0%[230 µM],-10%[88.5 µM],i,i,-4%[87.6 µM],12,-10%[87.6 µM]
CNC(=O)[C@@H]1C[C@@H](O)CN1C1CCN(C(=O)C2(c3ccccc3)CC2)CC1,-9%,i,-19%,-20%,2%,-1,4%
CCOC(=O)c1c(Nc2cccc(O)c2)nnc(-c2ccccc2)c1-c1ccccc1,x,x,x,x,-27%,3,u
CCC(=O)N1CCCc2cc(S(=O)(=O)N3CCC(C(=O)NC4CCCCC4)CC3)ccc21,x,x,x,x,u,6,7%
Cc1nn(-c2ccccc2)c2c1N(CC(=O)N1CCN(c3ccc(F)cc3)CC1)C(=O)CS2,x,x,x,x,4%,-1,15%
CC(C)NC(=O)NC1CC2(CCN(Cc3ccc(O)cc3)CC2)c2ccccc21 (centres undefined),x,i,u,u,-2%,13,11%
COc1cccc(NC(=O)C2CCCN(c3nnc(-n4c(C)ccc4C)s3)C2)c1 (centres undefined),x,x,x,x,-17%,7,19%
CN(Cc1ccccn1)Cc1ccccc1C(F)(F)F,-4%[172 µM],i,i,4%[138 µM],6%[87.6 µM],-8,32%[87.6 µM]
Cc1cccc(CC(C)NC(=O)c2ccc3nc(Cc4ccccc4F)oc3c2)n1 (centres undefined),u,-4%,u,-23%,6%,32,23%
COc1cccc(C(=O)N2CCCCC2c2nc(-c3cnccn3)n[nH]2)c1 (centres undefined),-13%,-4%,-24%,-26%,-6%,-12,3%
Cc1noc(C2CC3(CCN(C(=O)CCCc4c[nH]c5ccccc45)CC3)CN2C)n1 (centres undefined),-20%,-14%,u,-32%,0%,-8,17%
COCCN1CCC(N2CCN(C(=O)CC3CCCCC3)CC2)C1=O (centres undefined),-2%,i,i,0%,-8%,5,-7%
COc1cccc(NC(=O)CSc2nc3ccc(NC(=O)c4cccs4)cc3s2)c1,x,x,x,x,-4%,-7,45%[activator]
CCn1c(CNC(=O)C23CC4CC(CC(C4)C2)C3)nnc1SCC(=O)Nc1ccc(OC)cc1,x,x,x,x,u,17,-7%
O=C1CCN(C(=O)C2CCN(C(=O)CCc3c[nH]c4ccccc34)CC2)CCCCCCN1,-4%,i,-5%,-19%,-1%,-9,-32%

# High-throughput results: PubChem BioAssay, National Center for Advancing Translational Sciences (NCATS)
